Assay outcomes deposited in PubChem by Broad Institute.
IDH1 mut inh – blocks human IDH1 R132H reductase activity | O75874 | diaphorase/resazurin fluorescence, 60 min | inhibition, % at 10 µM | actives 0.18% (n = 70,000) | AID 624101; in the data active means inhibition above about 34%;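 further: 0% = DMSO and 100% = no enzyme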
Target sequence (O75874 whole entry R132H): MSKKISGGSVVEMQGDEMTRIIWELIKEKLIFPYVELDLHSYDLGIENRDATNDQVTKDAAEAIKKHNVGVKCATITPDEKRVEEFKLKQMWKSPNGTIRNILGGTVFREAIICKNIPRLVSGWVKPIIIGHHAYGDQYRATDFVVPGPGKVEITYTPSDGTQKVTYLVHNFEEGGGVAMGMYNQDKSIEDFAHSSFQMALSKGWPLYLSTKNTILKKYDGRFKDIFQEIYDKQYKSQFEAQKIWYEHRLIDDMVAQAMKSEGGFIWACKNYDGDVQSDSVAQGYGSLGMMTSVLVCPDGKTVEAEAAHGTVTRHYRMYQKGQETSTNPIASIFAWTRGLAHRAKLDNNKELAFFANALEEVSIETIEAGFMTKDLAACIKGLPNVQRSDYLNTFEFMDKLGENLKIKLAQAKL
PRC2 inh – inhibitors of human EZH2/PRC2 methyltransferase; Q15910; PRC2 H3K27 methylation, DELFIA TRF, 1 h; AID 651548; inhibition, % at 12.5 µM; actives 0.35% (n = 57,000);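 active means mean inhibition of replicates at least 50% and every single replicate also reaching 50%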;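 further: dimethyl H3K27 on biotinylated H3 21-44 peptide detected by antibody; plate controls were median neutral control wells for no effect and median positive control wells for full effect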
* marks the source's active call; other numbers are inactive results; nt = not tested or not shown; & = joins results of further samples. Some of the compounds tested, so the mix of outcomes need not match the whole.

SMILES,IDH1 mut inh,PRC2 inh
COc1ccc(S(=O)(=O)N(C)C[C@H]2OCCCC[C@H](C)Oc3ccc(NC(=O)Nc4ccc(C(F)(F)F)cc4)cc3C(=O)N([C@@H](C)CO)C[C@H]2C)cc1,1.2,nt
C[C@@H]1CN([C@@H](C)CO)C(=O)c2cc(-c3cncnc3)cnc2O[C@@H]1CN(C)C(=O)Cc1cccnc1,0.9,6
CC(C)NC(=O)N(C)C[C@@H]1OCc2ccccc2-c2ccccc2C(=O)N([C@@H](C)CO)C[C@@H]1C,-0.2,0
CNC[C@H]1Oc2cc(Br)ccc2S(=O)(=O)N([C@@H](C)CO)C[C@@H]1C,1.7&0.6,3&-2
C[C@H]1CCCCO[C@@H](CN(C)S(=O)(=O)c2cn(C)cn2)[C@@H](C)CN([C@@H](C)CO)C(=O)c2cc(NC(=O)NC3CCCCC3)ccc2O1,-1.6,nt
CC(=O)[C@H]1CC[C@H]2[C@@H]3C=CC4=CC(=O)CC[C@@]4(C)[C@@H]3CC[C@]12C,-0.6,-16
COc1ccc(CN(C)C[C@@H]2OCCCC[C@@H](C)Oc3ccc(N(C)C)cc3C(=O)N([C@@H](C)CO)C[C@H]2C)cc1,-1.6,0
CCCNC(=O)N(C)C[C@H]1Oc2ncc(C#CC3CC3)cc2C(=O)N([C@H](C)CO)C[C@@H]1C,nt,-1
COc1ccc(-c2cnc3c(c2)C(=O)N([C@H](C)CO)C[C@H](C)[C@H](CN(C)S(=O)(=O)c2ccc(OC)cc2)O3)cc1,1.2&-1.2,-14&-18
COc1ccc(NC(=O)N(C)C[C@@H]2OCCCC[C@@H](C)Oc3ccc(NC(=O)c4ccccc4)cc3C(=O)N([C@@H](C)CO)C[C@@H]2C)cc1,-0.8,nt
O=C(C[C@@H]1C=C[C@H](NC(=O)C2CC2)[C@@H](CO)O1)Nc1ccccc1,-0.5,7
COc1ccc(N(C(C)C(=O)Nc2ccccc2Cl)S(C)(=O)=O)cc1 (stereo not drawn),-0.6,-6
COCC(=O)Nc1ccc2c(c1)OC[C@@H](C)N(Cc1cccnc1)C[C@@H](C)[C@@H](OC)CN(C)C2=O,-0.3,1
Cc1noc(C)c1S(=O)(=O)Nc1ccc2c(c1)C(=O)N([C@@H](C)CO)C[C@H](C)[C@@H](CN(C)C(=O)NC1CCCCC1)OCCCC[C@H](C)O2,0.3,nt
C[C@H]1CN([C@@H](C)CO)S(=O)(=O)c2ccc(C#CC3CCCC3)cc2O[C@H]1CN(C)CC1CC1,0.1,-23
CC(=O)N[C@@H]1CC[C@@H](CCNC(=O)C2CCC2)O[C@@H]1CO,0.1,-1
CCCNC(=O)C[C@@H]1C[C@H]2c3cc(NC(=O)Cc4ccncc4)ccc3O[C@H]2[C@@H](CO)O1,-0.3,20
CC(C)NC(=O)N[C@H]1C=C[C@H](CC(=O)NCCCN(C)C)O[C@H]1CO,0.0,-4
C[C@@H]1CN([C@H](C)CO)C(=O)c2cc(NS(=O)(=O)c3ccc(Cl)cc3)ccc2O[C@@H]1CN(C)Cc1ccc2c(c1)OCO2,-2.3,3
COc1ccc(S(=O)(=O)N(C)C[C@H]2Oc3ccc(NS(=O)(=O)c4ccc(C)cc4)cc3CC(=O)N([C@@H](C)CO)C[C@@H]2C)cc1,0.1,nt
C[C@@H]1CN([C@@H](C)CO)C(=O)c2cc(C#CC3(O)CCCC3)cnc2O[C@@H]1CN(C)S(C)(=O)=O,0.3,-7
C[C@@H]1CN([C@H](C)CO)C(=O)Cc2cc(NC(=O)C3CC3)ccc2O[C@@H]1CN(C)C(=O)Nc1ccc2c(c1)OCO2,0.8,-9
CO[C@@H]1CN(C)C(=O)c2ccc(NC(=O)NC(C)C)cc2OC[C@H](C)N(CCC(F)(F)F)C[C@@H]1C,0.5,-4
Cc1cc(Cl)c(S(=O)(=O)N2CCCC2)cc1OCC(N)=O,0.3,-5
CCCNC(=O)N1C[C@@H](C)[C@@H](OC)CN(C)C(=O)c2ccc(NC(=O)CC)cc2OC[C@H]1C,0.1,5
C[C@H](CO)N1C[C@H](C)[C@@H](CN(C)S(=O)(=O)c2ccc(Cl)cc2)Oc2c(NC(=O)Nc3ccccc3)cccc2C1=O,0.1,-22
Cc1noc(C)c1S(=O)(=O)N(C)C[C@@H]1OCCCC[C@@H](C)Oc2ccc(NC(=O)C3CCCCC3)cc2C(=O)N([C@@H](C)CO)C[C@H]1C,1.1,nt
C[C@H](CO)N1C[C@H](C)[C@@H](CN(C)C)Oc2ccc(NC(=O)Cc3ccccc3)cc2CC1=O,0.1,-10
Cc1ccc(-c2cc3ccccn3c2C(=O)CSc2nnc(C)s2)cc1,1.7,53*
OC(CN1CCNCC1)Cn1c2ccc(Br)cc2c2cc(Br)ccc21 (stereo not drawn),1.2,nt
Cc1noc(C)c1NC(=O)N(C)C[C@H]1Oc2ccc(NC(=O)Nc3ccccc3)cc2CC(=O)N([C@@H](C)CO)C[C@H]1C,2.5,nt
COc1ccccc1NC(=O)c1ccc(OCC(=O)O)cc1,1.0,3
C[C@@H]1CCCCO[C@H](CN(C)S(=O)(=O)c2ccc(F)cc2)[C@@H](C)CN([C@@H](C)CO)C(=O)c2cc(NS(=O)(=O)c3ccccc3)ccc2O1,-11,nt
Nc1ncnc(Oc2cccc3cccnc23)c1[N+](=O)[O-],-0.5,8
CCCCc1ccc2nc(NC(=O)OC)[nH]c2c1,0.0,14
C[C@@H]1CN([C@H](C)CO)C(=O)Cc2cc(NC(=O)Nc3cccc4ccccc34)ccc2O[C@H]1CN(C)Cc1ccc(Oc2ccccc2)cc1,0.3,nt
C[C@H]1CN([C@@H](C)CO)C(=O)CCCn2cc(nn2)CO[C@@H]1CN(C)Cc1cccc(O)c1,0.8,1
C[C@H]1CN([C@@H](C)CO)C(=O)CCCn2nncc2CO[C@H]1CN(C)Cc1ccc(Cl)c(Cl)c1,-0.2,-7
CCN(CC)CCCC(C)Nc1nc(C)cc(Nc2ccc3nc(C)cc(N)c3c2)n1 (stereo not drawn),-0.2,nt
CCOC(=O)N(C)C[C@H]1OCc2cnnn2CCCC(=O)N([C@H](C)CO)C[C@H]1C,3.9,-1
C/C=C/c1cnc2c(c1)C(=O)N([C@@H](C)CO)C[C@H](C)[C@H](CN(C)C(=O)c1cnccn1)O2,-3.2,1
COC(=O)COc1ccc(NC(=O)c2ccc(OC)c([N+](=O)[O-])c2)cc1,7.9,1
C[C@@H](NC(=O)C[C@H]1CC[C@H](NC(=O)Nc2ccc3c(c2)OCO3)[C@H](CO)O1)c1ccccc1,0.3,5
C[C@@H]1CN([C@H](C)CO)C(=O)CCCn2cc(nn2)CO[C@@H]1CN(C)S(=O)(=O)c1ccc2ccccc2c1,nt,-8
COc1ccccc1-n1nnnc1SCC(=O)Nc1ccccc1F,-0.1,7
COc1cc(CC2COC(c3ccc(O)c(OC)c3)C2COC2OC(CO)C(O)C(O)C2O)ccc1O (stereo not drawn),0.2,nt
C[C@H](CO)N1C[C@H](C)[C@@H](CN(C)C(=O)Nc2cccc3ccccc23)Oc2ccc(NC(=O)Nc3ccc(C(F)(F)F)cc3)cc2CC1=O,1.2,nt
Cc1ccc(S(=O)(=O)Nc2cccc3c2O[C@@H](CN(C)C(=O)Nc2ccc(F)cc2)[C@H](C)CN([C@H](C)CO)C3=O)cc1,0.1,-2
CO[C@@H]1CN(C)C(=O)c2ccc(NS(C)(=O)=O)cc2OC[C@@H](C)N(CC2CCCCC2)C[C@@H]1C,-0.2,-2
C[C@@H]1CN([C@@H](C)CO)S(=O)(=O)c2ccc(C#Cc3ccccn3)cc2O[C@H]1CN(C)Cc1cccc(F)c1,-0.4,32

(continued)
SMILES,IDH1 mut inh,PRC2 inh
Cc1cc(NC(=O)c2nn3cccnc3c2Cl)no1,-0.7,6
CCC(=O)Nc1cccc(NC(=O)COc2c(C)cc(C)cc2Br)c1,-0.3,20
CO[C@@H]1CN(C)C(=O)c2ccc(NC(=O)Cc3ccccc3)cc2OC[C@@H](C)N(CC2CC2)C[C@@H]1C,0.1,1
O=C(C[C@@H]1C[C@@H]2c3cc(NC(=O)Nc4ccccc4)ccc3O[C@@H]2[C@@H](CO)O1)NCCN1CCCCC1,-0.2,-6
C[C@H](CO)N1C[C@H](C)[C@H](CN(C)C(=O)CN(C)C)Oc2cc(C#Cc3ccccc3)ccc2S1(=O)=O,-0.1,nt
Cc1ccc(S(=O)(=O)NCC[C@@H]2CC[C@@H](NC(=O)CCN3CCCCC3)[C@H](CO)O2)cc1,0.2,-3
C[C@H]1CN([C@@H](C)CO)C(=O)c2cc(C#CC3CCCCC3)cnc2O[C@H]1CN(C)C(=O)Nc1ccccc1,-1.6,-27
CO[C@H]1CN(C)C(=O)c2cc(NC(C)=O)ccc2OC[C@H](C)N(C(=O)c2ccccc2F)C[C@H]1C,0.1,6
CNC[C@H]1Oc2ccc(NC(=O)CCN3CCOCC3)cc2CC(=O)N([C@@H](C)CO)C[C@H]1C,4.8,10
COc1ccc(OC)c(NC(=O)CSc2nc(C)cc(=O)[nH]2)c1,-0.1,-4
C[C@H]1CN([C@@H](C)CO)C(=O)c2c(c3ccccc3n2C)-c2ccccc2CO[C@H]1CN(C)C(=O)[C@H]1CCCN1C,0.9,-11
CCCC(=O)Nc1ccc2c(c1)C(=O)N(C)C[C@@H](OC)[C@@H](C)CN(Cc1cncnc1)[C@H](C)CO2,-0.1,0
CCSc1ncc(Cl)c(C(=O)Nc2sc3c(c2C(=O)NCC2CCCO2)CCCC3)n1 (stereo not drawn),0.2,-3
C[C@H](CO)N1C[C@H](C)[C@@H](CN(C)Cc2ccc(Cl)c(Cl)c2)Oc2ccc(NS(=O)(=O)c3cn(C)cn3)cc2CC1=O,-0.1,-4
CC(=O)NCCc1nc2ccccc2n1Cc1ccccc1,1.9,26
O=C(COc1cc(O)c2c(=O)cc(-c3ccccc3)oc2c1)c1cccc([N+](=O)[O-])c1,0.1,-4
O=C(C[C@@H]1C[C@@H]2c3cc(NC(=O)Nc4ccccc4F)ccc3O[C@@H]2[C@H](CO)O1)NCc1ccc2c(c1)OCO2,0.2,-1
O=C(C[C@H]1C[C@@H]2c3cc(NC(=O)Nc4ccccc4F)ccc3O[C@@H]2[C@H](CO)O1)NCCc1ccccc1,0.4,1
C[C@H]1CCCCO[C@H](CN(C)C)[C@@H](C)CN([C@@H](C)CO)C(=O)c2cc(NC(=O)Nc3ccc4c(c3)OCO4)ccc2O1,0.5,-7
CCO/N=[N+](\[O-])N1CCCC1,nt,-1
COc1ccc(CN(C)C[C@@H]2Oc3ccc(NS(=O)(=O)c4ccc(Cl)cc4)cc3C(=O)N([C@@H](C)CO)C[C@H]2C)cc1,1.1,7
C[C@@H]1CN([C@H](C)CO)C(=O)c2cc(NC(=O)c3ccncc3)ccc2O[C@@H](C)CCCCO[C@H]1CN(C)Cc1ccncc1,6.9,2
CO[C@H]1CN(C)C(=O)c2ccc(NC(=O)Nc3ccc(C(F)(F)F)cc3)cc2OC[C@H](C)NC[C@H]1C,-0.1,-21
C[C@@H]1CN([C@@H](C)CO)S(=O)(=O)c2ccc(-c3ccncc3)cc2O[C@H]1CN(C)C(=O)c1ccc2c(c1)OCO2,1.0,nt
CN(CC(=O)Nc1cccc(I)c1)S(=O)(=O)c1ccc(Cl)cc1,0.8,53*
O=C(Cc1ccccn1)NCC[C@H]1CC[C@H](NC(=O)Nc2ccc(Cl)cc2)[C@@H](CO)O1,-0.2,-9
CC(=O)NCCc1nc2cc(NC(=O)c3ccco3)ccc2n1C,1.0,7
CNC[C@H]1Oc2ccc(NC(=O)Cc3ccccc3)cc2C(=O)N([C@@H](C)CO)C[C@@H]1C,4.6,1
O=C(C[C@@H]1C=C[C@@H](NC(=O)Nc2ccc(F)cc2)[C@H](CO)O1)NCCN1CCCC1,0.1,-3
O=C(N[C@H]1CC[C@@H](CC(=O)N2CCc3ccccc3C2)O[C@H]1CO)C1CCOCC1,0.1,-5
COc1cccc2c1C(=O)c1c(O)c3c(c(O)c1C2=O)C[C@@](O)(C(=O)CO)C[C@@H]3O[C@H]1C[C@H](N)[C@H](O)[C@H](C)O1,-2.3,nt
CCn1c(COc2cccc3cccnc23)nnc1SCC(=O)OC,-3.9,0
